Screening data deposited in PubChem by several laboratories.
OX1R antag-1 = OX1R (human) antagonism | OX1R-expressing cells, FRET antagonist read-out | 1.8% of 330,000 active | inhibition, % at 6.6 µM | AID 485270; in the data active = inhibition mostly above about 38%, no sharp cut-off; inactive = mostly below about 40%;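 also: 0% = agonist challenge alone and 100% = reference antagonist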
Target sequence (O43613 whole entry, looked up): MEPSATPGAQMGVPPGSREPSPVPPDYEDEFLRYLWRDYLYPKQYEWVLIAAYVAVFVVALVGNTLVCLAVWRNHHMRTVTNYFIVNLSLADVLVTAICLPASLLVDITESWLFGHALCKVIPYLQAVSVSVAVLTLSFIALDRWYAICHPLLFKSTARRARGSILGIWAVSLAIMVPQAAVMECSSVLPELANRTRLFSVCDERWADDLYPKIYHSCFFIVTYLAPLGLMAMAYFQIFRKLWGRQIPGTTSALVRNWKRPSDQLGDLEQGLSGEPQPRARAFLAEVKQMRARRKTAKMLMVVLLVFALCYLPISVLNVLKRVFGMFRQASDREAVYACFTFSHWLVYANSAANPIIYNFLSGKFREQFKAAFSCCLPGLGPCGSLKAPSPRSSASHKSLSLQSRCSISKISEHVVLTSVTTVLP
CHT PAM = human CHT allosteric activation. CHT-expressing cells, membrane potential dye, choline EC20; hits give high values; LV-AA mutant CHT in HEK293 cells. B-score at 10 µM. 0.49% of 310,000 active;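 active = initial fluorescence not abnormally high and integrated response B-score, plate-corrected, over 3 SD above library mean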
Target sequence (Q9GZV3 whole entry, looked up): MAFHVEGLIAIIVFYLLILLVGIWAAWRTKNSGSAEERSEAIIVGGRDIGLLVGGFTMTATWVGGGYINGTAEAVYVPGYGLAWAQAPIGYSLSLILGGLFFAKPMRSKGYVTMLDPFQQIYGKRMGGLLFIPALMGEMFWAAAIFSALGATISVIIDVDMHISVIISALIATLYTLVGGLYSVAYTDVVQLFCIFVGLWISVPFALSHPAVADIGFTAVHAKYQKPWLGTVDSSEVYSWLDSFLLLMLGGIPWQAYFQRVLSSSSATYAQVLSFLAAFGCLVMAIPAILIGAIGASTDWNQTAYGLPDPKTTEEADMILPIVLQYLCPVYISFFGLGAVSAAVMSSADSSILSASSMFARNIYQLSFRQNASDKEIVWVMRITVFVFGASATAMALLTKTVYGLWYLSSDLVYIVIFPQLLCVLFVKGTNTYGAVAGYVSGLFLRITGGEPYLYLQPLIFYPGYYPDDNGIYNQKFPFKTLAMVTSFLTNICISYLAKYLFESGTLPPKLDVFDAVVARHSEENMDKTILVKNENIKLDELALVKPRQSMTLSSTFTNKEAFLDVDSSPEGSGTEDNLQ
OX1R antag-2 = blocks the human orexin 1 receptor; O43613; CHO/OX1R cells, Fluo-8 calcium fluorescence, orexin A; inhibition, % at 5 µM; 0.43% of 330,000 active; AID 434989;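 active = inhibition above its plate's threshold, mean inhibition of all tested compounds on the plate plus 3 SD, cut at about 37% in these data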;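 also: 0% = orexin A challenge wells and 100% = SB-334867-A antagonist wells; not every result past the cut was called active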
* hit, by the source's call; i = inactive; / = not tested or not shown. Rows were taken by chance; overall some 2.5% were active at least once.

SMILES	OX1R antag-1	CHT PAM	OX1R antag-2
O=C(COC(=O)c1cc(S(=O)(=O)N2CCOCC2)ccc1Cl)NCc1ccc2c(c1)OCO2	10	/	-32
Cn1c(=O)c(=O)n(C)c2cc(S(=O)(=O)NCc3ccc(Cl)cc3)ccc21	11	i	16
C=CCn1c(O)c(N=NC(=O)OCC)c2ccccc21	37	i	-19
Cc1cc(/C=N/NC(=O)c2ccncc2)c(C)n1-c1ccccc1	16	i	-10
O=C(NCc1ccccc1)c1cc2ccccc2o1	24	i	-13
OCC#CCSc1nnc(-c2ccc(Br)cc2)o1	11	i	-22
COc1ccc(CC(=O)N2N=C(C)CC2(O)C(F)(F)F)cc1 (centres undefined)	-3	i	1
COc1ccc(CCNC(=O)C2CCN(C(=O)c3ccc(OC)c(OC)c3)CC2)cc1	0	i	-8
COC(=O)C1CCN(C(=O)COC(=O)C2CCN(S(=O)(=O)c3ccc(C)c(C)c3)CC2)CC1	8	i	-16
O=C1CCc2cc(S(=O)(=O)Nc3ccc(F)cc3)ccc2N1	11	/	-8

Structural class: the entries above containing a halogen
SMILES	OX1R antag-1	CHT PAM	OX1R antag-2
O=C(COC(=O)c1cc(S(=O)(=O)N2CCOCC2)ccc1Cl)NCc1ccc2c(c1)OCO2	10	/	-32
Cn1c(=O)c(=O)n(C)c2cc(S(=O)(=O)NCc3ccc(Cl)cc3)ccc21	11	i	16
OCC#CCSc1nnc(-c2ccc(Br)cc2)o1	11	i	-22
COc1ccc(CC(=O)N2N=C(C)CC2(O)C(F)(F)F)cc1 (centres undefined)	-3	i	1
O=C1CCc2cc(S(=O)(=O)Nc3ccc(F)cc3)ccc2N1	11	/	-8

Next part.
SMILES	OX1R antag-1	CHT PAM	OX1R antag-2
O=C(CSc1nc2ccccc2o1)NC1CCS(=O)(=O)C1 (centres undefined)	4	/	-20
O=C(OCC(=O)N1CCN(c2ccccc2)CC1)c1ccccc1OC(F)F	20	i	-17
O=C(Cn1ncc2c([nH]c3ccccc32)c1=O)NCC1CCN(Cc2ccc(F)cc2)CC1	10	i	-2
C[C@H](CO)N1C[C@H](C)[C@@H](CN(C)S(=O)(=O)c2ccccc2)Oc2ccc(NC(=O)Cn3cnnn3)cc2C1=O	9	/	6
O=C(Nc1ccc(S(=O)(=O)Nc2ncccn2)cc1)c1cc([N+](=O)[O-])ccc1Cl	31	i	-6
C[C@]12C(=O)N(c3cccc(F)c3)C(=O)N1[C@H]1c3ccccc3OC[C@@H]1[C@H]2c1ccccc1	7	/	-16
Cc1ccccc1OCC(O)CN(CCO)Cc1ccccc1 (centres undefined)	1	i	-1
O=C1NC(Cc2ccccc2)c2nc3ccccc3c(=O)n2-c2cc(Cl)ccc21 (centres undefined)	6	/	-16
CCN(CC)S(=O)(=O)c1cccc(-c2nnc(-c3ccc(C)cc3)o2)c1	5	i	-16
O=C(NC(=S)NC1CCCCC1)c1ccc(Cl)cc1	19	i	-17
O=C1CN(S(=O)(=O)c2ccccc2)CC(=O)N1CCc1ccccc1	23	i	-26
Cc1ccc(-c2noc(CCC(=O)N3CCCc4ccccc43)n2)cc1	19	i	-23
COc1ccc([C@H]2CC(=O)C=C(c3ccc(Cl)c(C(F)(F)F)c3)C2)cc1OC	8	/	-32
O=c1cc(O)c2c(=O)n(Cc3ccccc3)c3ccccc3c2o1	12	i	-27
COc1ccccc1CNC(=O)c1ccc(-c2ccccc2Cl)o1	53	i	-17
CCOc1ccc(NC(=O)C2C3C=CC4(CN(C(C(=O)OC)C(C)C)C(=O)C24)O3)cc1 (centres undefined)	13	i	-6
COc1ccc(OC)c(S(=O)(=O)N(C)CC(=O)N2CCCCC2)c1	31	i	-22
Cc1ccccc1N(CC(=O)NCC1CCCO1)C(=O)C1(C)CC(=O)N=C2C=CC=CN21 (centres undefined)	1	i	13
CCN(CC)C(=O)CSc1ncnc2c1nnn2-c1ccc(OC)cc1	2	i	-10
O=C(COc1ccccc1C(=O)Nc1ccccc1)NCCc1ccccc1	3	i	-6
COc1ccc(OC)c(N2C(=O)CC(C(C)c3ccccc3)C2=O)c1 (centres undefined)	11	i	-32
CN(Cc1ccco1)c1ncnc2ccc(-c3ccoc3)cc12	2	/	-14
CCOC(=O)CSc1nc2ccccc2n1CC(=O)N(C(C)C)C(C)C	15	i	-17
Cc1cc(OCC(=O)NC2CC(C)(C)NC(C)(C)C2)c2c(C)c(C)c(=O)oc2c1	5	9.2*	-7
CCCCn1c(SCC(=O)N2CCCCC2C)nc2cc(S(N)(=O)=O)ccc21 (centres undefined)	20	i	-23
CSc1ccccc1NC(=O)c1cnc2scc(C)n2c1=O	14	i	-26
CCCCOc1ccc(/C=N/NC(=O)C2CCCNC2=O)cc1 (centres undefined)	9	i	-11
CCOC(=O)c1ccc(NC(=O)C(C)N2C(=O)c3ccccc3C2=O)cc1 (centres undefined)	17	i	-17
Cc1ccc(NC(=O)COC(=O)Cn2cnc3c2c(=O)n(C)c(=O)n3C)cc1Cl	23	i	-28
COc1ccc2sc(N(CCN(C)C)C(=O)c3ccc4ccccc4c3)nc2c1	9	i	-13

Compound profiles, as listed above:
COc1ccc(OC)c(N2C(=O)CC(C(C)c3ccccc3)C2=O)c1 (centres undefined) as listed: OX1R antag-1: 11; CHT PAM: i; OX1R antag-2: -32
CCOC(=O)CSc1nc2ccccc2n1CC(=O)N(C(C)C)C(C)C as listed: OX1R antag-1: 15; CHT PAM: i; OX1R antag-2: -17
COc1ccc2sc(N(CCN(C)C)C(=O)c3ccc4ccccc4c3)nc2c1 as listed: OX1R antag-1: 9; CHT PAM: i; OX1R antag-2: -13

Later entries:
SMILES	OX1R antag-1	CHT PAM	OX1R antag-2
CC(C)(C)C(=O)N1CCN(c2c(Cl)cccc2[N+](=O)[O-])CC1	29	i	-24
COc1ccc(CNC(=O)CSc2nc(-c3ccccc3)cc(-c3cccs3)c2C#N)cc1	15	i	-6
Cc1noc(C)c1S(=O)(=O)N1CCCC(C(=O)N2CCN(C3CCCCC3)CC2)C1 (centres undefined)	5	i	-20
O=C(Nc1ccc(N2CCCCC2)cc1)c1cccnc1Cl	17	i	3
FC(F)(F)c1cccc(Cc2noc(CN3CCCC(CN4CCCC4)C3)n2)c1 (centres undefined)	6	i	-43
COc1ccc(CN2CCNC(=O)C2CC(=O)NCc2cccc(C)n2)c(OC)c1 (centres undefined)	14	i	-8
COc1ccc(CNC(=O)NC(C)(C)c2cccc(C(C)(C)NC(=O)NCc3ccc(OC)cc3)c2)cc1	17	i	-1
O=c1cc(-c2cccs2)oc2ccc(Cl)cc12	21	i	-32
O=C(CC(NC(=O)C(F)(F)F)c1ccccc1)Nc1nnc(CCc2ccccc2)s1 (centres undefined)	1	i	-5
Cc1ccc(CN2CCC(n3nccc3NC(=O)c3ccc4c(c3)OCO4)CC2)o1	14	i	2

Individual results from the results shown.
Cc1ccc(CN2CCC(n3nccc3NC(=O)c3ccc4c(c3)OCO4)CC2)o1 @ OX1R antag-2 = 2
O=C(Nc1ccc(N2CCCCC2)cc1)c1cccnc1Cl @ OX1R antag-1 = 17
O=c1cc(-c2cccs2)oc2ccc(Cl)cc12 @ OX1R antag-1 = 21
CC(C)(C)C(=O)N1CCN(c2c(Cl)cccc2[N+](=O)[O-])CC1 @ OX1R antag-2 = -24
COc1ccc(CNC(=O)CSc2nc(-c3ccccc3)cc(-c3cccs3)c2C#N)cc1 @ OX1R antag-1 = 15

(list continues)
SMILES	OX1R antag-1	CHT PAM	OX1R antag-2
CC(C)Oc1ccc(CNC(=O)Cn2c(=O)c3cccn3c3cccnc32)cc1	6	i	-35
S=C(NC1CCCCC1)c1ccc2c(c1)OCO2	13	i	-18
Cn1c(-c2ccc(=O)[nH]c2)nc2ccccc21	17	i	-14
COc1cccc(NC(=O)c2csc3c2CCCC3)c1	26	i	-19
COC(=O)C1=C(C)N(Cc2ccccc2)C(=O)N[C@H]1c1ccc(Br)cc1	7	i	-41
O=C(Nc1cccnc1Cl)c1cc2ccccc2o1	7	i	-4
CC(Sc1nnnn1-c1ccc(Cl)cc1)C(=O)NCC(=O)Nc1ccc(F)c(F)c1F (centres undefined)	-6	i	-26
CCCCc1ccc(/C(C)=N/NC(=O)C2CCCC2)cc1	5	i	1
Cc1noc(C)c1S(=O)(=O)N1CCC(C(=O)Nc2ccc(OC(F)(F)F)cc2)CC1	5	i	-1
CC(=O)c1nnn(-c2nc(N3CCCC3)nc(N(c3ccccc3)c3ccccc3)n2)c1C	11	i	1
CC(=O)Nc1ccccc1-c1nn[nH]n1	6	i	-12
CCOc1ccc(-c2nnc(N(CC)C(=O)C3CCC3)s2)cc1	39	i	-26
Cc1cc(NS(=O)(=O)c2ccc(NC(=O)c3ccc(Br)o3)cc2)nc(C)n1	6	i	-3
Cc1cc(C(=O)NC2CCCc3c2cnn3-c2ccc(C)c(C)c2)n(C)n1 (centres undefined)	43	i	12
O=C(OCc1cc(-c2ccccc2)no1)c1ccc2ccccc2n1	3	i	-25
NS(=O)(=O)c1ccc(NC(=O)COC(=O)c2ncc(Cl)c(Cl)c2Cl)cc1	16	/	-4
O=C(NC1(O)C(=O)c2ccccc2C1=O)c1ccccc1	16	i	-1
O=C(CN(CC1CCCO1)C(=O)CCC(=O)Nc1nccs1)NCC1CCCO1 (centres undefined)	9	i	6
Cc1ccc(Nc2nc(N)nc(CSc3nc4ccccc4s3)n2)cc1	27	i	-21
COc1ccccc1S(=O)(=O)N1CCN(S(=O)(=O)c2cccs2)CC1	4	/	-12
O=C(CCc1c[nH]c2ccccc12)OCc1ccc(Br)cc1	26	i	-6
CCc1noc(C)c1C(=O)Oc1ccc(N(C)S(=O)(=O)c2ccc(C)c(C)c2)cc1	25	i	-22
Cc1cc(C(=O)CSc2nnc(-c3cccs3)n2Cc2ccccc2)c(C)n1C	39	i	-28
COc1cc2c(-c3ccc(O)cc3)nc3c(c(C)nn3-c3ccccc3)c2cc1OC	20	i	13
NC(=O)c1ccc(NC(=O)CSc2nc3ccccc3c(=O)n2CCCN2CCOCC2)cc1	5	/	-14
COc1cc(OC)cc(C(=O)NCCn2ccc3ccccc32)c1	16	i	-27
CCN(CC)S(=O)(=O)c1ccc(/C=C/C(=O)Nc2ccc(Br)cc2F)cc1	12	i	-2
O=[N+]([O-])c1ccc(CN2CCN(c3ccc(Cl)cc3)CC2)o1	22	i	-22
CCOC(=O)/C=C1/SCC(=O)N1CC(=O)Nc1cccc(F)c1	1	/	1
Cc1ccc(C(=O)NC(=S)Nc2ccccc2N2CCCC2)cc1[N+](=O)[O-]	30	i	-38
CS(=O)(=O)c1ccc(-c2nn[nH]n2)cc1	11	i	-11
O=C1CC(C(=O)O)S/C(=N\NC(=O)c2ccc(F)cc2)N1 (centres undefined)	3	i	-3
Cc1nccn1CCOc1ccc(Cl)cc1	-5	i	-14
COc1ccc(NC(=O)NC2(C(=O)N3CCOCC3)CCCCC2)cc1	15	i	-13
Cc1ccc(C(c2sc3ncnn3c2O)N2CCCCC2)cc1 (centres undefined)	10	i	-17
Cc1ccc2c(c1)sc1nc(=O)ccn12	35	i	2
Cc1cc(C)cc(C(=O)N(C)C2CCCN(Cc3ccccc3F)C2)c1 (centres undefined)	19	i	-39
CC(C)Cc1nnc(NC(=O)CCS(=O)(=O)c2ccc(Cl)cc2)s1	16	i	-15
CCOC(=O)c1nnn2c1nc(N1CCN(C)CC1)c1ccccc12	1	8.6*	-13
COC(CNC(=O)CN1CCN(Cc2ccc(F)cc2Cl)C1=O)OC	8	i	-23
CCC(Cc1ccccc1)NC(=O)CCNS(=O)(=O)c1cc(Br)cnc1N (centres undefined)	40	i	-13
CS(=O)CSc1nc2c(cc1C#N)CCCC2 (centres undefined)	14	i	-14
CCOC(=O)C1=C(C)NC(=O)NC1c1c(C)nn(-c2ccccc2)c1Cl (centres undefined)	14	i	-19
CCOC(=O)C1=C(NC(=O)c2ccc(Br)o2)Nc2ccccc2N=C1	16	i	-25
Cc1cc(C)cc(OCC(=O)Nc2cccc(-c3nnc(-c4ccco4)o3)c2)c1	8	i	-27
CCN(CC)S(=O)(=O)c1cccc(C(=O)OCC(=O)C23CC4CC(CC(C4)C2)C3)c1	6	i	-23
CCC(C)/C(C)=N/NC(=O)c1ccccc1OCCOc1ccccc1 (centres undefined)	19	i	-43
COc1ccc(/C=c2\s/c(=C(/C#N)C(=O)NCc3ccco3)n(-c3ccccc3)c2=O)cc1	8	i	1
CC(=O)c1ccc(NC(=O)Cc2ccsc2)cc1	16	i	-5
COc1cc(C(=O)NNC(=O)c2ccccc2Br)ccc1OCC(=O)N1CCOCC1	12	i	11
The list continues.
SMILES	OX1R antag-1	CHT PAM	OX1R antag-2
CCCC(c1nnnn1CC1CCCO1)N1CCN(c2cc(Cl)ccc2C)CC1 (centres undefined)	1	i	-24
Cc1cc(C(=O)CSc2nnnn2C)c(C)n1Cc1ccco1	8	i	-8
CCOC(=O)c1ccc(NC(=O)C2CC(=O)Nc3nc4ccccc4n32)cc1 (centres undefined)	5	i	-6
Cc1ccc(S(=O)(=O)NC(=O)COc2ccc([N+](=O)[O-])cc2)cc1	1	i	-10
CCCSc1nnc(-c2c[nH]c3ccccc23)n1C	7	i	-11

4 entries already listed, sorted by their value in OX1R antag-1, low to high:
mol | OX1R antag-1
Cc1ccc(S(=O)(=O)NC(=O)COc2ccc([N+](=O)[O-])cc2)cc1 | 1
CCOC(=O)c1ccc(NC(=O)C2CC(=O)Nc3nc4ccccc4n32)cc1 (centres undefined) | 5
CCCSc1nnc(-c2c[nH]c3ccccc23)n1C | 7
Cc1cc(C(=O)CSc2nnnn2C)c(C)n1Cc1ccco1 | 8
